High-throughput results (PubChem BioAssay)
MPTP inh – permeability transition pore inhibition; isolated mouse mitochondria, Ca2+ swelling absorbance, 30 min; inhibition, % at 10 µM; 1.4% of 360,000 active; AID 602449;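 active = inhibition of 50% or more, scaled per plate between neutral and stimulator controls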;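 note: 0% = DMSO wells given calcium and 100% = 1 mM EGTA wells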
SENP8 inh – SENP8 (human) protease inhibition | Q96LD8 | recombinant SENP8, Nedd8 substrate fluorescence | inhibition, % at 20 µM | 0.64% of 360,000 active | AID 602440; in the data active = inhibition mostly above about 40%, no sharp cut-off; inactive = mostly below about 27%
Target sequence (Q96LD8 whole entry, looked up): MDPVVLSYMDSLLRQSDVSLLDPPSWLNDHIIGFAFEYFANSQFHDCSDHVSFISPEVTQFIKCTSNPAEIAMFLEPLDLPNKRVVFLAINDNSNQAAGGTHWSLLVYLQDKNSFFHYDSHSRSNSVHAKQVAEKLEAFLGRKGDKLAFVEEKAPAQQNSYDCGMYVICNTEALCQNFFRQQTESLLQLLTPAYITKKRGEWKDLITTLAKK
Active calls of the source: *. The list is partial (hit frequency here may not be typical).

SMILES	MPTP inh	SENP8 inh
COc1ccc(C(O)c2ncc(-c3ccccc3Cl)[nH]2)cc1 (configuration not stated)	-0.5	1.3
COC(=O)[C@@]12C[C@@H](CC(=O)NCc3ccc(C)o3)C(=O)N(Cc3ccccc3)C1=CCC(C)(C)C2	0.2	10.8
COCCNC(=O)C1CCCN(Cc2cccc(C(F)(F)F)c2)CC1 (configuration not stated)	-0.2	18.0
CS(=O)(=O)c1ccc(Nc2nc(C(N)Cc3ccc(Cl)cc3)cs2)cc1 (configuration not stated)	25.3	-172.1
CC(C)C[C@H]1CN([C@@H](Cc2ccccc2)CN2CCC[C@H]2CN2C(=O)C(=O)NC[C@@H]2Cc2ccc(O)cc2)C(=O)C(=O)N1CCc1ccccc1	-2.7	24.1
COc1ccc(-c2cc(NC=O)c3ncc(-c4cccc(C(=O)N(C)C)c4)n3c2)c(OC)c1	-2.2	-200.2
CCOC1=C2CN(S(=O)(=O)c3ccc(C)cc3)C(c3ccc(CC)cc3)CC2n2c(=O)n(-c3ccccc3)c(=O)n2C1 (configuration not stated)	-1.6	26.0
OC(c1ccc(F)cc1)c1nc(-c2ccc(Cl)cc2)cs1 (configuration not stated)	2.7	0.2
NC(c1cccc(F)c1)c1nc(-c2ccc(Cl)cc2)cs1 (configuration not stated)	1.9	-5.9
COC[C@H]1CCCN1c1ccc2c(c1)O[C@@H](COCc1ccccc1)CN([C@H](C)c1ccccc1)S2(=O)=O	0.3	25.2
COC(=O)[C@]12CCCCC=C1N(CCc1ccc(OC)c(OC)c1)C(=O)[C@H](CC(=O)N1CCCCC1)C2	1.1	19.3
Cc1ccc(CC2(C)C(=O)Nc3ccc(OC(F)(F)F)cc32)cc1 (configuration not stated)	1.6	-11.4
CCCCNc1nc(NCc2ccccc2)nc2ccccc12	77.7*	-384.2
Clc1ccccc1-c1cc2nc(NCc3ccco3)ccn2n1	1.4	-395.3
CCCCn1nnnc1C(c1cc2ccccc2o1)N1CCOCC1 (configuration not stated)	0.8	2.8
CC1(C(=O)N2CCCCC2)CCN1C(=O)Cc1ccc(-c2ccccc2)cc1 (configuration not stated)	1.3	7.1
CC(=O)Nc1cccc(-c2ccnc3c2CC(C)(C(=O)NCc2cccc(Cl)c2)O3)c1 (configuration not stated)	-1.3	-0.7
O=C(NC(Cc1cn(Cc2ccccc2)cn1)C(=O)O)OCC1c2ccccc2-c2ccccc21 (configuration not stated)	-0.2	-0.5
COc1ccc(-c2csc(C(C)(NC(C)=O)c3ccccc3)n2)cn1 (configuration not stated)	-2.2	9.2
CC1ON=C(c2ccc(F)cc2)NC1=O (configuration not stated)	0.4	3.3

Continued (two carried over from the part before).
SMILES	MPTP inh	SENP8 inh
COc1ccc(-c2csc(C(C)(NC(C)=O)c3ccccc3)n2)cn1 (configuration not stated)	-2.2	9.2
CC1ON=C(c2ccc(F)cc2)NC1=O (configuration not stated)	0.4	3.3
CS(=O)(=O)N1Cc2cc(C(=O)NCC3CC3)nc(-c3cccc(-c4cccnc4)c3)c2[C@H]1CCO	-1.1	8.8
CC(=O)NCCNC(=O)C1(C)Cc2c(-c3ccccc3)ccnc2O1 (configuration not stated)	-0.3	6.9
CN(C)C(=O)c1cccc(-c2cc(NC=O)c3ncc(-c4ccc(F)c(Cl)c4)n3c2)c1	-0.4	-302.1
COc1ccc(Cl)cc1-c1cc(C(=O)Nc2ccc(F)cc2)[nH]n1	0.4	14.8
CC(C)(C)NC(=O)C(c1cc2ccccc2o1)n1c(=O)c(-c2cc3ccccc3[nH]2)nc2ccccc21 (configuration not stated)	9.5	-398.9
COc1ccc2[nH]cc(CCNC(=O)/C=C/[C@H]3O[C@@H](n4cnc5c(NC(=O)c6ccccc6)ncnc54)[C@H](O)[C@@H]3O)c2c1	0.3	-0.9
CC(C)c1cccc(-c2csc(C(O)c3ccco3)n2)c1 (configuration not stated)	0.7	2.9
CCOC(=O)C1(C)CCN1C(=O)c1cccc(Cl)c1 (configuration not stated)	-1.1	-2.3
COC(=O)c1ccc2nc(-c3ccc(Cl)cc3)c(Cc3ccsc3)n2c1	0.7	-400.8
COCCNC(=O)C1CCCN(C(=O)c2ccc3ccccc3n2)CC1 (configuration not stated)	-0.4	13.6
COc1c2c(c(OC)c3ccccc13)[C@]1(OC2)O[C@H](CCO)C[C@H](O)[C@H]1O	-0.7	-11.1
COc1ccc(-c2ccccc2)cc1NC(=O)C1(C)CCN1C(=O)C(C)C (configuration not stated)	1.5	19.1
CCCCCCCCN1C(=O)[C@H](CC(=O)NCc2ccc(C)o2)C[C@@]2(C(=O)OC)CC(C)(C)CC=C12	-4.9	12.8
COc1cccc(CN2CCC2(C)C(=O)Nc2cccc3cccnc23)c1F (configuration not stated)	-0.1	-59.0
O=C(NCc1ccccc1)c1cc(C2CCCN(S(=O)(=O)c3cccs3)C2)on1 (configuration not stated)	-0.1	9.8
CCCNC(=O)c1cc(C2CCCN(C(=O)c3ccc4c(c3)CCO4)C2)on1 (configuration not stated)	-0.4	4.5
CC1(C)OC2CC3C4CCC5=CC(=O)C=CC5(C)C4(F)C(O)CC3(C)C2(C(=O)CO)O1 (configuration not stated)	-1.4	-7.1
CSc1cccc(NC(=O)CCCOc2cc(=O)n(C)c3ccccc23)c1	-1.1	-0.8
CCCCNC(=O)C[C@@H]1C[C@@]2(C(=O)OCC)CCCC=C2N(Cc2ccc3c(c2)OCO3)C1=O	1.5	5.0
CC(C)(C)S(=O)N1Cc2cc(C(=O)NCc3ccc4c(c3)OCO4)nc(-c3cccc(-c4ccccc4)c3)c2[C@@H]1CCO (some centres not stated)	-0.8	3.6
CCCCN(C=O)c1c(CC)nc2ccc(C(=O)N3CCCCC3)cn12	-0.3	-22.8
CC(N)c1csc(NC(=O)Nc2cccc(C(F)(F)F)c2)n1 (configuration not stated)	4.4	19.5
CC1=C(C(=O)N2CCCCCC2)CC(CC(=O)NCc2ccco2)C(=O)N1Cc1ccccc1 (configuration not stated)	-1.4	10.3
COc1cccc(-c2cccc(-c3nc(C(=O)NCc4ccc(Oc5ccccc5)cc4)cc4c3[C@H](CCO)N(S(=O)C(C)(C)C)C4)c2)c1 (some centres not stated)	5.3	-2.7
CS(=O)(=O)Nc1cccc(NC(=O)c2cccc3c(-c4cccnc4)coc23)c1	-0.7	19.4
CCCCC(=O)N(C)c1c(CC)nc2c(OCc3ccc(C(F)(F)F)cc3)cccn12	0.0	3.4
CCCS(=O)(=O)NC(=O)C1(C)CCCN(C(=O)Cc2ccc3ccccc3c2)C1 (configuration not stated)	0.7	21.1
COCCCNC(=O)c1csc([C@H]2C[C@H](O)[C@@H](CO)O2)n1	0.0	10.1
COC(=O)[C@H](Cc1ccccc1)NC(=O)CC[C@H]1O[C@@H](n2ccc(=O)[nH]c2=O)[C@H](O)[C@@H]1O	-1.7	12.6
Nc1ncnc2c1ncn2[C@@H]1O[C@H](C(=O)NS(=O)(=O)c2c(Cl)nc3sccn23)[C@@H](O)[C@H]1O	-0.6	25.7
Nc1[nH]c(C(=O)c2ccccc2)c(-c2ccc(Br)cc2)c1C(=O)NC1CC1	0.8	6.1
COc1cccc(-c2nc3nc(C)cc(C)n3c2NC2CCCCC2)c1	0.8	-17.2
CCCc1nc2ccc(C)cn2c1Cc1ccsc1	-0.1	-65.2
CCc1nc2c(OCc3ccc(C(F)(F)F)cc3)cccn2c1N(C)C(=O)c1ccco1	-0.8	3.5
Cc1nnsc1C(=O)N1CCCC1(C)C(=O)O (configuration not stated)	-2.1	9.6
COc1ccc(OCCN2CCC(C(=O)NC(c3ccc(Cl)cc3)c3cccnc3)CC2)cc1 (configuration not stated)	-0.6	15.0
O=C1NC[C@H](Cc2ccc(O)cc2)N(C[C@@H]2CCCN2C[C@H](Cc2ccccc2)N2C[C@H](Cc3ccc(O)cc3)N(CC3CCCCC3)C(=O)C2=O)C1=O	-2.2	15.7
CC1(C(=O)NS(=O)(=O)C2CC2)CCCN(C(=O)c2ccc3ccccc3c2)C1 (configuration not stated)	0.3	26.2
CC1(C(=O)NS(=O)(=O)c2ccc3c(c2)CCO3)CCN1C(=O)c1ccccc1CCc1ccccc1 (configuration not stated)	0.0	14.8
CCCNC(=O)c1cc(C2CCCCN2C(=O)c2cc(OC)c(C)c(OC)c2)on1 (configuration not stated)	1.4	12.5
CSc1ccc(C(O)c2ncc(-c3cccc(OCc4ccccc4)c3)[nH]2)cc1 (configuration not stated)	2.0	-4.8
COC(=O)c1ccc2nc(-c3ccc(F)cc3)c(Cc3ccccc3)n2c1	0.8	-366.9
c1cc(-c2cc3nc(NCC4CC4)ccn3n2)ccc1OCCN1CCOCC1	-0.4	-477.4
CC(C)c1cc(Cn2c3ccccc3c(=O)n2C(C)Cn2cc(CCc3ccccc3)nn2)on1 (configuration not stated)	8.2	-395.6
Cc1ccc2ccc(C(Nc3ccccc3)c3ccccc3)c(O)c2n1 (configuration not stated)	4.9	17.2
CC1(C(=O)NS(=O)(=O)c2cccc(F)c2)CCN1C(=O)CCC1CCCC1 (configuration not stated)	1.0	19.7
O=C1C(=Cc2cccc(F)c2)Cc2ccccc21	0.4	12.5
COc1ccccc1Cc1c(-c2ccc(C#N)cc2)nc2c(C)cc(Br)cn12	-2.0	-161.5
CN(C)CCNC(=O)c1cccc(-c2cnc3c(NC=O)cc(-c4ccccc4F)cn23)c1	-0.6	-267.6
C=CCOC(=O)Nc1nc(CCNC(=O)OCc2ccccc2)c(C(=O)OC)s1	5.9	13.8
CSCCC(c1nc2ccccc2[nH]1)n1c(C)nc2ccccc21 (configuration not stated)	0.2	4.5
CCCCn1nnnc1C(c1cc2ccccc2o1)N1CCN(C(=O)OC(C)(C)C)CC1 (configuration not stated)	-1.9	14.1
CCCCN(C(C)=O)c1c(CC)nc2ccc(C(=O)NCc3cccs3)cn12	1.0	-131.0
COc1ccc(CCN2C(=O)c3ccccc3C2c2nnnn2-c2c(C)cccc2C)cc1OC (configuration not stated)	0.3	14.5
COc1ccc(/C=C/CN2CCC(C(=O)NC(c3ccc(F)cc3)c3ccc4ccccc4n3)CC2)cc1 (configuration not stated)	4.2	6.8
O=C(NCc1ccncc1)C1Cc2c(-c3ccccc3Oc3ccccc3)ccnc2O1 (configuration not stated)	1.1	-1.4
c1ccc2c(c1)ncn2-c1cncnc1	-0.4	10.5
O=C(NC1CCCCC1)C(C1CC1)n1c(=O)c(-c2cc3ccccc3[nH]2)nc2ccccc21 (configuration not stated)	3.1	-379.8
O=C(Nc1ccc2c(c1)OCO2)c1cc(C2CCCCN2C(=O)OCCF)on1 (configuration not stated)	0.0	10.4
COc1ccc(Cn2cc(CN3CC(N4CCN(C5CCN(C)CC5)CC4)CS3(=O)=O)nn2)cc1 (configuration not stated)	-0.1	26.9

7 structures already listed, arranged by heavy-atom count, falling:
SMILES	MPTP inh	SENP8 inh
CCCCCCCCN1C(=O)[C@H](CC(=O)NCc2ccc(C)o2)C[C@@]2(C(=O)OC)CC(C)(C)CC=C12	-4.9	12.8
CN(C)C(=O)c1cccc(-c2cc(NC=O)c3ncc(-c4ccc(F)c(Cl)c4)n3c2)c1	-0.4	-302.1
CCCNC(=O)c1cc(C2CCCCN2C(=O)c2cc(OC)c(C)c(OC)c2)on1 (configuration not stated)	1.4	12.5
CS(=O)(=O)Nc1cccc(NC(=O)c2cccc3c(-c4cccnc4)coc23)c1	-0.7	19.4
COc1c2c(c(OC)c3ccccc13)[C@]1(OC2)O[C@H](CCO)C[C@H](O)[C@H]1O	-0.7	-11.1
Clc1ccccc1-c1cc2nc(NCc3ccco3)ccn2n1	1.4	-395.3
COCCCNC(=O)c1csc([C@H]2C[C@H](O)[C@@H](CO)O2)n1	0.0	10.1

(further entries)
SMILES	MPTP inh	SENP8 inh
CCOc1cc2c(c3c1C(c1ccccc1)N(S(=O)(=O)c1ccc(C)cc1)C3)C(=O)C=CC2=O (configuration not stated)	-3.7	-93.9
COc1ccc(Cc2c(-c3ccccc3)nc3ccc(Br)cn23)c(C)c1	1.2	-67.7
CC(C)NC(=O)c1cc(C2CCCCN2C(=O)c2cc(C(C)(C)C)nn2C)on1 (configuration not stated)	-0.1	19.0
NC(Cc1ccc(C(F)(F)F)cc1)c1csc(NC(=O)Nc2ccccc2)n1 (configuration not stated)	7.4	22.9
CC(C)NC(=O)C1(C)CCN1Cc1cccc(Cl)c1 (configuration not stated)	-2.6	10.7
CCSc1ccc(-c2cc(NC=O)c3ncc(-c4cccc(C(=O)NCCN(C)C)c4)n3c2)cc1	-3.0	-459.4
CN(C)c1ccc(CNC(=O)C2(C)Cc3c(-c4ccccc4)ccnc3O2)cc1 (configuration not stated)	-0.5	15.1
COc1cc(F)ccc1-c1csc(C(C)(NC(C)=O)c2ccccc2)n1 (configuration not stated)	-0.4	20.7
Cc1ccc(-c2nc3c4ccccc4ccn3c2Cc2cccc(Cl)c2)cc1	1.1	-297.7
Cc1cc(Br)cn2c(Cc3ccsc3)c(-c3ccco3)nc12	-2.9	-26.9
O=C(Nc1nccs1)c1ccc2sc([C@H]3C[C@H](O)[C@@H](CO)O3)nc2c1	0.4	4.2
Cc1cccc(C(=O)N2CCC(=O)N([C@H](COCc3cccc(Cl)c3)Cc3ccccc3)CC2)c1	-2.3	0.7
COc1ccc(Cl)cc1-c1cc(C(=O)NCc2cccs2)[nH]n1	1.1	7.8
CCOC(=O)c1sc2nc(OCc3cccnc3)cc(C)c2c1N	0.5	-382.0
CC(=O)N1CCC(C(=O)N2c3ccccc3N=C(c3ccc4c(c3)OCO4)C2C(=O)NCc2ccccc2)CC1 (configuration not stated)	-1.1	-189.3
O=C(NCc1ccccc1)C(c1ccccc1)n1c(-c2ccccn2)nc2ccccc21 (configuration not stated)	-0.4	-42.2
COc1ccc(NC(=O)C2(C)CCN2Cc2cccc(OC)c2F)cc1OC (configuration not stated)	0.7	13.2
CN(C)c1ccc(CC(=O)N2CCCCC2c2cc(C(=O)Nc3cccc(C#N)c3)no2)cc1 (configuration not stated)	0.7	6.3
Cc1ccc(-c2cc(C(=O)N/N=C/c3c(C)nn(-c4ccccc4)c3C)[nH]n2)cc1	3.0	12.8
NC(=Nc1c([N+](=O)[O-])cnc2ccccc12)N1CCOCC1	0.1	20.6
